XBP1 UPR activ – adaptive UPR (XBP1) activation | CHO-XBP1 luciferase reporter, IRE1-XBP1 UPR activation, luminescence; percent of tunicamycin response, DMSO as zero | activation, % at 20 µM | actives 0.33% (n = 330,000) | AID 463104;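 active = versus positive control, 20 µM dose yields 30% or more activation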;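 also: 100% = tunicamycin at 10 µg/mL and 0% = DMSO only wells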
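Test system: CHO-XBP1 luciferase reporter cells | Buffer or medium: Serum-containing F12 medium, 10% FBS | Schedule: 6 h compound exposure at 37 °C, 5% CO2 | Detection: Steady-Glo luciferase glow luminescence, 10 min after reagent addition | Read-out basis: Activation, % of tunicamycin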
tim10-1 inh – tim10-1 yeast growth inhibition. actives 2.2% (n = 330,000). inhibition, % at 20 µM. S. cerevisiae tim10-1 ts strain growth, BacTiter-Glo, 24 h. AID 463190;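 active = inhibition of at least 40%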;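 also: mutant grown at 25 °C; 0% = DMSO wells with yeast and 100% = wells holding no yeast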
Mdm2 MdmX PPI – disrupts the human Mdm2-MdmX interaction; inhibition, % at 8 µM; AID 485346; actives 3% (n = 330,000); O15151+Q00987; SaOS-2 split-luciferase Mdm2/MdmX complementation, luminescence;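 active = inhibition of at least 50% at 8 µM in the primary screen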
Target sequence (O15151 whole entry, looked up): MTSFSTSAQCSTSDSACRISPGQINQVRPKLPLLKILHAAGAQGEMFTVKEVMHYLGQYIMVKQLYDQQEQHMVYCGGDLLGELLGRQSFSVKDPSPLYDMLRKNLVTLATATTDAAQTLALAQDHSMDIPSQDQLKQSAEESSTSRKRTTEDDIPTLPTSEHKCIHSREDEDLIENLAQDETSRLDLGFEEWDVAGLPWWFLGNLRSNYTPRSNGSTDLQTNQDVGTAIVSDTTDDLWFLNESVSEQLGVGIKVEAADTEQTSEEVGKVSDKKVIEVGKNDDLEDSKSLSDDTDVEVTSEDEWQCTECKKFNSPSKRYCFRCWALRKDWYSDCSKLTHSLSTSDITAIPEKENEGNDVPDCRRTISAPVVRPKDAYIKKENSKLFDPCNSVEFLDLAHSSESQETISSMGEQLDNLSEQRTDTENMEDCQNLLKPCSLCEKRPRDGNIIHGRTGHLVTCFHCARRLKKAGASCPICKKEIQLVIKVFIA
Target sequence (Q00987 whole entry, looked up): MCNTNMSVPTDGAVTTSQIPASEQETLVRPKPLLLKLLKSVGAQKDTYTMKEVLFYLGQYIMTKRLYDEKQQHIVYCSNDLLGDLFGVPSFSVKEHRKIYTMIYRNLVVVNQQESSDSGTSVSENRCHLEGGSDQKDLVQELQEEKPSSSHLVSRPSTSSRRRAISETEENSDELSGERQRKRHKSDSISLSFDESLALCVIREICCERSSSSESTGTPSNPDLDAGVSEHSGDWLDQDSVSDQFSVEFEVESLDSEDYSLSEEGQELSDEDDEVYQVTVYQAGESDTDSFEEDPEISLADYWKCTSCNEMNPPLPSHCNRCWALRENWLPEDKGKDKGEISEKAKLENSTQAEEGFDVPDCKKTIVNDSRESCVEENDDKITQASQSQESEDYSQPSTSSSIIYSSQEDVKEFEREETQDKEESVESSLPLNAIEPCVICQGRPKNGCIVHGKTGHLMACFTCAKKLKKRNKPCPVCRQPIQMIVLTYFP
TIM10 inh – TIM10 yeast growth inhibition | actives 1.4% (n = 330,000) | inhibition, % at 10 µM | S. cerevisiae TIM10 strain growth, BacTiter-Glo luminescence, 24 h;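 active = inhibition of 40% or more at the single tested concentration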;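 also: wild-type TIM10 isogenic control strain grown at permissive 25 °C; 0% = DMSO yeast wells and 100% = minimal medium wells without yeast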
UPR CHOP act – apoptotic UPR (CHOP) activation; CHO-CHOP luciferase reporter, luminescence; percent of tunicamycin response over DMSO baseline; activation, % at 10 µM; actives 0.34% (n = 330,000); AID 449763;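 active = at 10 µM dose, activation of 40% or more, normalized to positive control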;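 also: 100% = tunicamycin at 10 µg/mL and 0% = DMSO alone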
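assay system = CHO CHOP reporter cells | amount = 500 CHO-CHOP cells per well | buffer or medium = F12 with 10% FBS | incubation = 16-18 h cell attachment, then 6 h compound exposure, 37 °C | detection = luminescence read with Steady-Glo | read-out = percent activation relative to tunicamycin control | controls = tunicamycin high control, DMSO low control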
697 NFkB inh – inhibitors of the PMA/ionomycin-induced NF-kB reporter in 697 B cells; 697 B-cell NF-kB luciferase reporter, 16 h; inhibition, % at 4 µM; actives 0.33% (n = 330,000); AID 435022; in the data active = inhibition above about 35%
tim23-1 inh – tim23-1 yeast growth inhibition; inhibition, % at 20 µM; actives 1.3% (n = 330,000); S. cerevisiae tim23-1 growth, BacTiter-Glo luminescence, 24 h; AID 463212;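 active = growth inhibition of the mutant yeast at or above 50%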;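 also: temperature-sensitive mutant grown at 25 °C; plate controls were DMSO-treated mutant yeast for no effect and medium wells lacking yeast for full effect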
Jurkat NFkB inh – inhibitors of the PMA/ionomycin-induced NF-kB reporter in Jurkat cells; AID 435003; PMA/ionomycin-induced NF-kB luciferase reporter, luminescence; inhibition, % at 4 µM; actives 0.53% (n = 330,000); in the data active = inhibition above about 50%
Starred values were filed as active, the others as inactive; · = not tested or not shown.

SMILES	XBP1 UPR activ	tim10-1 inh	Mdm2 MdmX PPI	TIM10 inh	UPR CHOP act	697 NFkB inh	tim23-1 inh	Jurkat NFkB inh
COCCn1c(=NC(=O)/C=C/c2ccccc2Cl)sc2cc(NC(C)=O)ccc21	-2	30	3	14	0.4	2	13	7
NS(=O)(=O)c1ccc(CCNC(=O)NC2(C(F)(F)F)Oc3ccccc3O2)cc1	1	14	-6	4	-0.6	-12	13	13
COc1ccc(C(CNC(=O)Cc2ccc(-c3ccccc3)cc2)N(C)C)cc1 (stereo not drawn)	-1	-31	14	16	0.5	-5	-2	7
Cc1ccc(-c2noc(CSc3nnc(-c4ccncc4)n3-c3ccc(C)cc3)n2)cc1	0	38	26	43*	3.5	18	40	15
CCOC(=O)C1CCN(CCC(=O)Nc2ccccc2Cl)CC1	2	-1	14	-11	0.5	10	-6	9
CSc1nsc(/C=C/Nc2ccc(F)cc2F)c1C#N	-1	46*	12	28	1.0	-2	32	-6
COc1ccccc1N1C(=S)NC2CS(=O)(=O)CC21 (stereo not drawn)	0	-9	-2	-7	0.0	6	-15	-1
CC(C(=O)N1CCc2ccccc21)N1CCN(S(=O)(=O)c2ccc(C(F)(F)F)cc2)CC1 (stereo not drawn)	-1	31	13	16	1.4	9	29	0
COC(C#CCCN(C)C)(c1ccccc1)c1ccccc1	-1	19	10	-4	-1.7	-2	-4	-10
CCc1ccc(Oc2nc([N+](=O)[O-])nn2C)cc1	-1	12	-16	14	-2.2	18	28	3
COc1ccc(N(CC(=O)Nc2ccc3c(c2)OCO3)S(=O)(=O)c2c(C)nn(C)c2C)cc1	-1	-4	8	-8	1.2	7	10	3
Cc1oc(C)c(S(=O)(=O)NCc2cccs2)c1C(=O)O	3	1	-20	13	-0.2	2	11	0
CC(C(=O)N1CCN(C(=O)c2ccco2)CC1)N1C(=O)NC2(CCCCC2C)C1=O (stereo not drawn)	-3	10	-30	1	2.3	-12	1	-8
Cc1c(Cc2ccccc2)c(=O)oc2c(C)c(OCC(=O)N3CCC(C(=O)O)CC3)ccc12	3	4	9	5	2.2	23	6	3
C=CCNC(=O)c1scc2c1CCCC2	0	17	26	-10	-1.7	-5	8	17
CCOc1ccccc1/C=C(/NC(=O)c1ccccc1)C(=O)N1CCCCC1	-4	27	3	6	0.3	-28	15	-4
O=C(CNC(=O)c1ccc(Cl)cc1)NC(CO)c1ccccc1 (stereo not drawn)	4	-10	-1	12	3.1	9	10	5
CCCC1N2CC3([N+](=O)[O-])CN1CC([N+](=O)[O-])(C2)C3(C)C (stereo not drawn)	0	10	13	4	1.0	15	6	-5
CC(=O)Nc1ccc(S(=O)(=O)NC(C)c2nc(-c3ccccc3)no2)cc1 (stereo not drawn)	0	15	-27	-9	-2.0	4	4	-8
O=c1oc2c(CN3CCOCC3)c(O)ccc2c2c1CCC2	-2	10	15	-11	-1.6	14	0	-7
N#Cc1ccccc1-c1ccccc1C(=O)N1CCCCC1	0	28	8	6	0.7	-11	25	2
O=S(=O)(c1ccccc1)N1CCN(c2ccccc2)CC1	-2	-4	28	5	1.6	9	11	18
COC(=O)Cn1c(=O)c(=O)n(CC(=O)OC)c2ccccc21	-1	5	-14	-9	-1.0	21	0	-2
Cc1ccc(NC(=O)[C@@H](CC(C)C)NC(=O)[C@@H]2Cc3ccccc3CN2)cc1	0	21	21	-7	7.7	-4	14	-6
COc1ccc2c(c1OC)C(=O)N(c1ccc(C)cc1)C2=O	4	17	19	-1	1.8	-1	2	-5
O=C1CSC(=Nc2cccc([N+](=O)[O-])c2)N1	-2	12	2	12	-2.0	7	19	5
Cc1cccc(NC(c2ccc(O)cc2)c2ccc3ccc(C)nc3c2O)n1 (stereo not drawn)	-3	30	18	6	-0.7	-41	5	-1
COc1ccc(-n2ncc3c2CC(C)(C)CC3NC(=O)c2cn[nH]c2)cc1 (stereo not drawn)	-2	10	18	2	0.5	-9	13	10
O=C(CNS(=O)(=O)c1ccccc1)NCC(=O)OCc1ccc(C(=O)c2ccccc2)cc1	-4	7	1	-4	-0.4	11	-10	2
Cc1cc2ncn(C(=O)c3c(-c4c(Cl)cccc4Cl)noc3C)c2cc1C	-2	11	8	4	-2.8	17	6	-9
CCCOC(=O)c1sc2nc3c(cc2c1N)C(=O)CCC3	-2	12	-36	1	2.4	-62	7	-85
CCOC(=O)C1=C(CSc2nc(C)cc(C)c2C#N)OC(N)=C(C#N)C1c1cccs1 (stereo not drawn)	-2	11	8	6	1.5	5	6	0
O=C(NCCc1ccccn1)c1ccc(OC2CCN(CCc3ccccc3)CC2)cc1	-5	-23	-69	-11	0.4	-111	8	-76
CCOC(=O)/C(=C/c1ccco1)NC(=O)c1ccc(Br)o1	-1	26	18	-1	-1.7	2	10	-6
COc1ccc(NS(=O)(=O)c2ccc(NC(=O)c3ccc(Br)cc3)cc2)nn1	-1	3	1	18	0.0	-1	2	1
CNC(=S)N(CCc1c(C)[nH]c2ccc(F)cc12)Cc1cccnc1	0	12	-9	-12	0.9	-7	12	-30
CCCCn1c(N)c(N(CC(C)C)C(=O)CC2CCCC2)c(=O)[nH]c1=O	-2	2	8	-1	-0.5	20	-2	5
Cc1cc(NS(=O)(=O)c2ccc(NC(=O)CCc3ccccc3)cc2)no1	-2	-9	18	-8	-0.1	4	-4	2
COC(=O)c1ccccc1NC(=O)CN(c1ccc(C)cc1)S(C)(=O)=O	1	14	2	6	3.1	0	31	5
O=C(NCCC(=O)N1O[C@@H]2C=C[C@H]1C2)OCC1c2ccccc2-c2ccccc21	-2	20	22	-6	3.0	9	34	·
Cc1ccc(S(=O)(=O)Nc2ccc(Cl)cc2)cc1NC(=O)Cn1cnc2c1c(=O)n(C)c(=O)n2C	-1	2	11	-3	0.2	-36	13	-8
O=S(=O)(c1ccccc1)N1CCN(C(=S)Nc2ccc(Br)cc2)CC1	-6	6	24	15	2.2	6	29	15
O=C(c1ccco1)N1CCN(Cc2cn[nH]c2-c2ccc(F)cc2F)CC1	0	9	18	-3	-1.7	5	-2	0
COc1ccc(CN2C(=O)c3cccnc3C2=O)cc1S(=O)(=O)NCc1ccco1	-4	11	6	8	1.8	-10	6	-13
O=C(COc1ccccc1N1C(=O)c2ccccc2C1=O)c1ccc(Cl)cc1	-2	25	-14	25	-0.1	3	32	-38
CCc1ccc(NC(=S)NCC2CCCN2CC)cc1 (stereo not drawn)	-2	-1	-10	-5	0.6	0	-11	-13
O=C(NCCc1ccccc1)c1cc(-c2ccccc2)c(N2CCOCC2)s1	-1	-2	0	-6	0.6	-9	7	-19
O=C(c1cc2nc(-c3ccco3)cc(C(F)(F)F)n2n1)N1CCN(Cc2ccccc2)CC1	3	22	22	17	-0.8	-6	22	9
Cc1cc2[nH]c(=O)c(=O)[nH]c2cc1S(=O)(=O)Nc1cccc(Cl)c1C	-1	3	12	3	2.3	13	3	-4
CCOc1ccc(S(=O)(=O)N(CC)CC(=O)N2CCCC2)cc1	-4	-13	17	-4	-2.4	-23	10	-5
CCOC(=O)c1c(C)[nH]c(C(=O)OCC(=O)NC(C)(C)C)c1C	-1	6	21	9	-0.1	-4	11	10
O=C(Nc1ccc(F)cc1F)c1csc(-c2ccncc2)n1	-2	28	3	20	1.1	12	-5	-5
Cc1cc(NC(=O)c2ccc(NC(=O)C(C)Oc3ccccc3)cc2)no1 (stereo not drawn)	-1	-4	1	-2	0.7	-4	-7	3
COc1cc(NC(=O)Cn2cnc(C(=O)Nc3ccc(C)c(C)c3)n2)cc(OC)c1OC	3	8	31	-9	3.0	21	36	·
CSCC(C)N1CCC(CO)(CCCc2ccccc2)CC1 (stereo not drawn)	0	-3	7	-17	-0.6	-4	3	6
CCOC(=O)c1cn(-c2ccc(F)c(F)c2F)c2c(F)c(F)c(F)cc2c1=O	3	27	34	24	2.7	19	12	14
COc1ccc(NC(=O)C2CCN(S(C)(=O)=O)CC2)c(OC)c1	-6	-11	-2	-9	3.0	-2	12	9
CCC(C)(C)NC(=O)C(c1ccc(OC)cc1)N(C(=O)CCC(=O)Nc1cc(C)on1)c1cc(OC)ccc1OC (stereo not drawn)	-3	-7	-25	15	0.3	-2	10	-13
NC(=O)Cc1nc(-c2ccc(F)cc2)cs1	0	2	5	5	3.3	14	-7	6
Cc1ccc(/C=N/NC(=O)c2cc(-c3ccc(C)o3)[nH]n2)cc1	2	-2	50*	3	0.3	12	6	17

Part of the list above in order of SMILES length, lowest first:
SMILES	XBP1 UPR activ	tim10-1 inh	Mdm2 MdmX PPI	TIM10 inh	UPR CHOP act	697 NFkB inh	tim23-1 inh	Jurkat NFkB inh
O=C(CNC(=O)c1ccc(Cl)cc1)NC(CO)c1ccccc1 (stereo not drawn)	4	-10	-1	12	3.1	9	10	5
O=C(c1ccco1)N1CCN(Cc2cn[nH]c2-c2ccc(F)cc2F)CC1	0	9	18	-3	-1.7	5	-2	0
O=C(NCCc1ccccn1)c1ccc(OC2CCN(CCc3ccccc3)CC2)cc1	-5	-23	-69	-11	0.4	-111	8	-76

Continuation:
SMILES	XBP1 UPR activ	tim10-1 inh	Mdm2 MdmX PPI	TIM10 inh	UPR CHOP act	697 NFkB inh	tim23-1 inh	Jurkat NFkB inh
Cc1c(C(=O)NCc2ccccc2)oc2c1C(=O)CCC2	-1	0	2	-11	0.6	2	-2	3
COc1ccc(N2CCN(C(=O)[C@H](C)N3C(=O)C4CC=CCC4C3=O)CC2)cc1 (stereo partly drawn)	-1	-2	-24	-12	-0.3	-1	2	-1
Cc1ccc(S(=O)(=O)CC(=O)NCc2ccccc2)cc1	-2	20	9	-7	-1.5	6	9	6
COc1ccc(/C=C/C(=O)OC(C)CN2CCOCC2)cc1 (stereo not drawn)	1	7	-1	6	-2.3	4	7	-10
Cc1ccnc(SCc2cc(=O)c(OC(=O)c3ccc(Br)o3)co2)n1	1	46*	-4	37	1.5	-15	38	-8
O=C(CCS(=O)(=O)Cc1ccccc1)N1CCN(c2ccccc2)CC1	-3	-11	7	-3	-1.3	8	9	7
Cc1oc(CSCC2CCCO2)cc1C(=O)O (stereo not drawn)	-2	10	32	-4	3.2	-28	11	0
O=C(Nc1cccc(S(=O)(=O)NC2=NCCCCC2)c1)c1cc(-c2ccc(Cl)cc2)nc2ccccc12	-3	11	28	1	6.9	12	5	-3
O=C(NCc1ccc(F)cc1)C1CCN(C(=O)NCc2ccccc2)CC1	-6	11	-28	16	-1.0	-11	2	0
COc1cccc(/C=N\NC(=O)c2cc(OCC(F)(F)F)ccc2OCC(F)(F)F)c1	-4	-4	-2	0	2.3	-2	11	-1
S=c1sc2c(N3CCN(Cc4ccccc4)CC3)ncnc2n1-c1ccccc1	-3	25	34	17	-3.7	1	12	2
COc1ccc(/C=N/NC(=O)c2ccc3c(c2)OCCO3)c(OC)c1	0	-18	-18	6	-0.5	8	-2	-1
CC(=O)Nc1ccc(S(=O)(=O)N=S(C)C)cc1	2	6	-9	12	-0.2	9	16	3
CCOC(=O)c1ccccc1NC(=O)c1ccc(F)cc1	-3	2	17	8	0.1	4	4	-8
CC(C)CCNC(=O)NC(=O)COC(=O)CNC(=O)C1CCCCC1	-2	5	8	4	-1.9	10	1	7
CCOC(=O)C1CCN(C(=O)C2COc3ccccc3O2)CC1 (stereo not drawn)	-1	-4	18	-6	-1.2	18	7	5

Full records as entered above. Order of values: XBP1 UPR activ	tim10-1 inh	Mdm2 MdmX PPI	TIM10 inh	UPR CHOP act	697 NFkB inh	tim23-1 inh	Jurkat NFkB inh
`COc1cccc(/C=N\NC(=O)c2cc(OCC(F)(F)F)ccc2OCC(F)(F)F)c1` in the list: -4	-4	-2	0	2.3	-2	11	-1
`Cc1oc(CSCC2CCCO2)cc1C(=O)O` (stereo not drawn) in the list: -2	10	32	-4	3.2	-28	11	0
`Cc1ccnc(SCc2cc(=O)c(OC(=O)c3ccc(Br)o3)co2)n1` in the list: 1	46*	-4	37	1.5	-15	38	-8

Screens deposited in PubChem by Sanford-Burnham Center for Chemical Genomics.
